Screening data deposited in PubChem by National Center for Advancing Translational Sciences (NCATS).
PI5P4Ka inh: PI5P4K alpha (human) kinase inhibition; P48426; PI5P4Kalpha enzyme, ADP-Glo luminescence, 60 min; hits give low values; actives 1.2% (n = 330,000); AID 652105; max response, %; active means max response of -50% or lower; inconclusive means between -30% and -50%; inactive means -30% or higher; further: value at the top dose of about 77 µM; on the % scale 0 is the no-effect control and ±100 the full control effect
Target sequence (P48426 whole entry, looked up): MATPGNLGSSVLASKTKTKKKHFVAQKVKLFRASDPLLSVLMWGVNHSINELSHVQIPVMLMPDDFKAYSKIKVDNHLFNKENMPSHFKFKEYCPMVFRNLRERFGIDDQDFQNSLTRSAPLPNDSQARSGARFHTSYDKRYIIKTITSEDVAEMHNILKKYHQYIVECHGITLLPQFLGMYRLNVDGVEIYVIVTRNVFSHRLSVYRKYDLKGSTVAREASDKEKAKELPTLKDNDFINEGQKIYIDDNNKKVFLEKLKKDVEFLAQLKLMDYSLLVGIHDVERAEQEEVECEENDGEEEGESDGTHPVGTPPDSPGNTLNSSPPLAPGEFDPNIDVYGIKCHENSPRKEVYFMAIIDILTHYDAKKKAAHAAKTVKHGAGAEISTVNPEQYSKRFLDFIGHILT
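Reactions run in 0.038 M HEPES pH 7.4, 0.28 mM EGTA, 0.1% CHAPS and 5% DMSO, with PI5P4Kalpha, substrate, compound and 5 microM ATP final, one hour at room temperature. Readout is ADP-Glo luminescence.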
Abeta rescue: A-beta toxicity reversal in yeast. yeast expressing A-beta42, growth rescue, OD600, 48 h; response scale: 0% DMSO, 100% iron-clioquinol control. Potency, µM (series often up to 46.1 µM), inactives show top-dose growth rescue, actives largely listed as activators. actives 0.063% (n = 410,000). AID 1347071; further: potency means the concentration at half of the fitted maximal effect; nearly all actives have a fitted effect of over 55% in size
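Yeast A-beta toxicity model in growth medium with pinned compounds, 48 h at 30 C; growth read as absorbance at 600 nm. Normalized to FeCl3/clioquinol equimolar mix (positive) and DMSO (negative).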
aSyn rescue: inhibitors of alpha-synuclein toxicity in yeast; Yeast expressing alpha-synuclein, growth rescue, BacTiter-Glo, 24 h; Potency, µM (titrated, usually from 46.1 µM), for the others: top-dose growth rescue (activation), most hits filed as activators; actives 0.14% (n = 370,000); further: potency means the concentration at half of the fitted maximal effect; % of control where 0% means no effect; nearly all actives have a fitted effect of over 65% in size
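Screening used galactose-induced yeast with toxic alpha-synuclein levels, exposed to compound for 24 hr at 30 deg C. Cell growth, read with BacTiter-Glo luminescence, gave the measured signal.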
WRN inhibitor: WRN helicase (human) inhibition | Potency, µM (doses to about 114 µM), inactives show top-dose activity change, negative = inhibition, hits mostly inhibitors | WRN helicase unwinding, fluorescent forked duplex, kinetic | Q14191 | actives 0.46% (n = 360,000) | AID 651768; further: potency means the concentration at half of the fitted maximal effect; on the % scale 0 is the no-effect control and ±100 the full control effect; nearly all actives have a fitted effect of over 55% in size
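Enzyme (20 nM final) and test compound sit together 15 min at room temperature before substrate addition. Substrate is a single-forked duplex oligonucleotide (100 nM) labelled with fluorophore and quencher, with 2 mM ATP; helicase unwinding raises red fluorescence, read kinetically.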
EPAC1 ag: agonists of human EPAC1. O95398. EPAC1 agonist qHTS, biochemical assay; response scale: 100% = response to 6.5 mM cAMP. Potency, µM (titrated, usually from 154 µM), for the others: at the highest dose activation, usual class: activators. actives 0.073% (n = 360,000). AID 720707; further: potency means the concentration at half of the fitted maximal effect; nearly all actives have a fitted effect of over 60% in size
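EPAC1 100 nM, Rap1B–BODIPY-GDP 250 nM, unlabeled GDP 50 uM; compound titration; 5 min RT; kinetic read ex480/em540 at 5-min intervals ×30 min; data normalized to 6.5 mM cAMP agonist control.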
PLK1 PBD inh: blocks phosphopeptide binding to human PLK1 polo-box domain; Plk1 PBD binding of FITC phosphopeptide, fluorescence polarization; Potency, µM, without a hit: max response, negative = inhibition, actives largely listed as inhibitors; actives 2.8% (n = 360,000); further: potency means the concentration at half of the fitted maximal effect; series mostly up to about 57 µM; on the % scale 0 is the no-effect control and ±100 the full control effect; nearly all actives have a fitted effect of over 65% in size
Target sequence (P53350 whole entry, looked up, the tested form may be a part): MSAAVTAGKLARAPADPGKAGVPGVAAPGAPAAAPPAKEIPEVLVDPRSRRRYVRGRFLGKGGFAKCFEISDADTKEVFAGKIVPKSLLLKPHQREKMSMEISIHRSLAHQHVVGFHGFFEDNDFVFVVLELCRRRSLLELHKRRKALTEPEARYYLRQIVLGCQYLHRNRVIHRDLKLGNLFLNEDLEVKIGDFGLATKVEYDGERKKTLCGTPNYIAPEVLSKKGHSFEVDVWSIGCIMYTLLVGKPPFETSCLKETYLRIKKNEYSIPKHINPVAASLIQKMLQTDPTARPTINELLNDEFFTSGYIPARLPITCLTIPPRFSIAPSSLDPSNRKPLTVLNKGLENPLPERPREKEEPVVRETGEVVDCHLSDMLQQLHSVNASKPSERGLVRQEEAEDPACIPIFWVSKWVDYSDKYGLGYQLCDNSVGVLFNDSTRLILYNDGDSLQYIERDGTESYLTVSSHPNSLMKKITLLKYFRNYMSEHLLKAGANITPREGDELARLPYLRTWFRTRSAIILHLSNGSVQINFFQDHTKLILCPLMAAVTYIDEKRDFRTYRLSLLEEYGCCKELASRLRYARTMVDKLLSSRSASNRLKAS
EPAC1 antag: antagonists of human EPAC1. O95398. EPAC1 GEF assay, Rap1b-BODIPY-GDP exchange fluorescence. Potency, µM (doses to about 115 µM), for inactives: top-dose activity change, negative = inhibition, most hits filed as inhibitors. actives 0.14% (n = 360,000);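 further: potency means the concentration at half of the fitted maximal effect; plate controls were vehicle for no effect and positive control for full effect; nearly all actives have a fitted effect of over 50% in size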
IL2 activator: activates IL-2 in a cell-based reporter assay | activation, % (series mostly up to about 46 µM) | actives 0.065% (n = 360,000) | AID 652025 | IL-2 activation reporter assay, cell-based qHTS; stimulated with anti-CD3/CD4/CD28 beads; in transgenic mouse T cells; in the data active means activation above about 50%; inconclusive means mostly about 30% to 49%; further: 0% is about no effect
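First, unstimulated transgenic mouse T cells were exposed to compound for 60 min. Next, anti-CD3/anti-CD4-coated beads with anti-CD28 were added. Finally, after 18 h at 37 degrees C, EGFP and DsRed were imaged.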
FUS suppressor: suppressors of FUS proteinopathy in yeast; S. cerevisiae FUS-expressing, growth rescue, OD600, 24 h; Potency, µM (doses to about 76.6 µM), for the others: top-dose growth rescue (activation), actives largely listed as activators; actives 0.24% (n = 390,000); AID 1347120;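 further: potency means the concentration at half of the fitted maximal effect; plate controls were DMSO vehicle for no effect and reference control for full effect; nearly all actives have a fitted effect of over 55% in size; some results filed as inactive show a strong effect at the top dose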
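Cultures pregrown in 2.5% raffinose medium are shifted to minimal medium containing 2% galactose to express toxic FUS. Compounds are tested at several concentrations. After 24hr at 30C, growth is quantified at 600 nm absorbance.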
* = called active by the depositor; ? = inconclusive; nt = no result given; & = joins results of further samples; [ ] = dose if it differs, or a comment. Unless noted, the call rests on the fitted dose curve; in most records, active means well fitted curve in the direction sought with a large enough effect; inconclusive means small, poorly fitted or top-dose-only effect, or another doubt; inactive means no such curve, though single readings can be large; an effect the other way counts as inactive or inconclusive.

SMILES	PI5P4Ka inh	Abeta rescue	aSyn rescue	WRN inhibitor	EPAC1 ag	PLK1 PBD inh	EPAC1 antag	IL2 activator	FUS suppressor
Cc1cc(/C=C2\C(=O)NC(=O)N(c3cccc(F)c3)C2=O)c(C)n1-c1cc(C(=O)O)cc(C(=O)O)c1	-81*	4%	2%	?	-7%	?	-4%	-0.6	27%
O=C1NC2C(=CC(O)C(O)C2O)c2cc3c(cc21)OCO3 (configuration not stated)	2	1%	6%	4%	1%	1%	10%	-7.2	nt
CCC1=C(C)C(N2CCOCC2)=NP(N2CCOCC2)(N2CCOCC2)=N1	-2	3%	-1%	0%	8%	0%	-3%	-0.2	-2%
CCCCn1nnnc1C(CCSC)N1CCC(n2c(=O)[nH]c3ccccc32)CC1 (configuration not stated)	-1	-7%	7%	-11%	1%	1%	-11%	0.6	22%
COc1cc(/C=C2/C(=O)NC(=O)N(c3ccccc3)C2=O)ccc1O	-59*	-12%	-1%	?	15%	8.4µM*	3%	1.9	nt
C=CC[C@H](CC(=O)N(CCO)Cc1ccccc1)C(=O)NC[C@H](OC(=O)[C@@H](CC=C)CC(=O)OC(C)(C)C)c1ccccc1	10	6%	-8%	-10%	-39%[inhibitor]	-5%	-27%	-3.3	?
CCCCn1c(O)c(C(C)=NCc2cccnc2)c(=O)[nH]c1=O	-4	-9%	0%	3%	-5%	2%	-11%	-0.6	8%
CCCC[N+]12C3C[C@H](C4[C@H](O)[C@]5(C[C@@H]41)c1ccccc1N(C)[C@@H]35)[C@H](CC)[C@H]2O (some centres not stated)	1	-8%	6%	0%	-1%	-4%	7%	5.1	-18%
COC(=O)C1=CO[C@@H](C)[C@@H]2CN(CCc3c[nH]c4ccccc34)CC[C@H]12	9	7%	3%	-9%	-6%	-3%	-15%	-0.9	-26%
COc1ccc(CNCCc2c[nH]c3ccccc23)cc1OC	-2	-14%	-1%	-2%	-5%	-4%	-24%	0.8	-16%
Cc1ccc(C)c(NC(=O)CCNC(=O)N2C[C@H]3C[C@@H](C2)c2cccc(=O)n2C3)c1	3	-8%	2%	5%	-11%	-5%	2%	0.3	-9%
Cc1cc(OC(C)C(=O)NCC(O)c2ccccc2)c2c3c(c(=O)oc2c1)CCC3 (configuration not stated)	3	-1%	-4%	-3%	-2%	-4%	-2%	0.7	8%
O=S(=O)(c1cccc(C(F)(F)F)c1)N1Cc2ccccc2-n2nncc2C1	-9	-2%	0%	10%	-15%	-4%	-19%	-2.9	27%
O=C(O)Cn1cc(/C=C2\C(=O)NC(=O)N(c3ccc(Cl)cc3)C2=O)c2ccccc21	-22	4%	0%	?	5%	15µM*	-24%	-0.5	-17%
c1ccc2c(c1)OCC(C1=NCCN1)O2 (configuration not stated)	6	-20%	-6%&-1%	12%	-5%	-4%	25%	-0.4	-36%
N#CC(CCN1CCOCC1)(c1ccccc1)c1ccccc1	-3	-13%	-1%	-1%	3%	-8%	-4%	0.4	-21%
Cc1nn(Cc2ccccc2)c2c1C(c1ccco1)C(C#N)=C(N)O2 (configuration not stated)	1	14%[9.22 µM]	3%	-23%	-1%	?	-14%	-0.9	-14%
COC(=O)C1=C(c2cccc(OC)c2OC)C[C@@H]2CC[C@H]1N2C(=O)NCc1ccco1	-2	13%	3%	0%	15%	-10%	-10%	0.1	-14%
Cc1ccc2c(c1)C1C[N+](C)(CC(=O)c3ccc(Cl)cc3Cl)CCC1N2C(=O)c1ccc(F)cc1 (configuration not stated)	-18	14%	-7%	2%	-6%	?	-3%	1.6	14%
CCCCn1c(O)c(C(C)=NCCN2CCOCC2)c(=O)[nH]c1=O	nt	-7%	-14%	6%	-3%	-2%	4%	0.0	15%
O=C(Nc1cc(Cl)cc(Cl)c1)N1Cc2ccccc2-n2nncc2C1	1	-2%	2%	-5%	-4%	3%	-25%	-1.9	40%
O=C1CCCc2c1nc(-c1ccccc1)n2O	nt	23%	2%	-1%	-1%	?	0%	1.4	11%
NN=C1C(Cl)=C(Cl)C(Cl)=C1Cl	-30	-22%	4%	-20%[11.6 µM]	-17%	-23%	-9%	-0.9	3%
O=C1N(c2ccc(Cl)cc2)C(c2cccnc2)N2CCCN12 (configuration not stated)	-1	-50%[inhibitor]	?	3%	10%	2%	2%	0.6	-20%
COCCCn1c(N)c(C(=O)Nc2sc3c(c2C(=O)OC)CCCC3)c2nc3ccccc3nc21	nt	10%	?	43%[activator]	2%	2%	18%	-0.9	13%
CCOP(=O)(OCC)C(c1ccccc1)N(C)C=O (configuration not stated)	nt	-7%	-13%	7%	-6%	0%	14%	-0.2	7%
CCOC(=O)c1cc2c(cn1)[C@@H](CCO)NC2	-8	-21%	6%	8%[11.6 µM]	-16%	-3%	12%	-0.3	-33%
Nc1c(C(=O)OCc2ccccc2)c2nc3ccccc3nc2n1Cc1cccs1	nt	7%	0%	2%	8%	0%	2%	1.0	16%
Cc1ccc(NC(=S)NCCc2cnc[nH]2)cc1C	-7	5%	0%	9%	7%	-13%	-2%	0.1	-2%
CCCS(=O)(=O)N1CCCC(C(=O)N2CCC3(CC2)OCCO3)C1 (configuration not stated)	-7	-2%	-2%	4%	4%	-6%	9%	-0.2	-1%
CCN(CC(=O)Nc1ccc(C#N)c(Cl)c1)CC(=O)NC(C)(C)C	12	-10%	0%	3%	-10%	-9%	-12%	-2.3	1%
Cn1c(O)c(C=NCCCC(=O)O)c(=O)n(C)c1=O	-6	18%	0%	0%	8%	4%	-3%	-0.6	-4%
CCOC(=O)C1(CCc2ccccc2)CCN(Cc2csc(C(C)=O)c2)CC1	1	-9%	0%	2%[57.1 µM]	-4%	-12%	-37%	0.3	9%
CCOC(=O)c1cccc(-[n+]2c(-c3ccccc3)cc(-c3ccccc3)cc2-c2ccccc2)c1	4	0%	-2%	-6%	-9%	-1%	1%	-0.7	6%
COc1ccc(C#Cc2ccc3c(c2)O[C@H](CN(C)C(C)=O)[C@H](C)CN([C@@H](C)CO)S3(=O)=O)cc1	-12	17%	1%	-4%	-14%	24µM*	5%	-2.6	?
Cc1ccc2c(c1)C1CN(C)CCC1N2C(=O)CCCN1C(=O)c2cccc3cccc(c23)C1=O (configuration not stated)	-5	-5%	-9%	-9%	7%	-7%	-6%	-2.9	11%
CCOC(=O)c1c(/N=C/c2c(O)n(-c3ccccc3F)c(=S)[nH]c2=O)sc2c1CCCC2	?	5%	-6%	?	2%	24µM*	15%	2.5	?
CC(=O)Nc1cc(-c2ccc(C(=O)NC3CC3)cc2)cn2c(-c3ccc(F)c(Cl)c3)cnc12	-30	-10%	-1%	-5%[57.1 µM]	-6%	?	-11%	-0.8	?
O=C(COC(=O)Cc1ccccc1)Nc1ccc(SC(F)F)cc1	-9	-18%	0%	-1%	4%	-4%	-4%	3.7	-7%
C[C@]12CC[C@@H](O)CC1=CC(=O)C1C2CC[C@]2(C)C(=O)[C@H](O)CC12 (some centres not stated)	3	4%	-3%	2%	-18%	-4%	-8%	-2.6	-23%
CCOc1cc2c(cc1OCC)-n1cccc1C(c1ccccc1F)NC2 (configuration not stated)	9	11%	6%	-9%	9%	1%	-12%	-1.0	13%
Cc1cccc2c(CCN)c[nH]c12	-4	-4%	-1%	-1%[57.1 µM]	3%	-4%	?	-1.8	2%
Cc1ccc(C(=O)C2CN3CCC2CC3)cc1 (configuration not stated)	13	6%	-8%	-6%	-4%	-2%	12%	1.0	17%
CC(C)C(=O)Nc1nnc(CCN(CCc2nnc(NC(=O)C(C)C)s2)[N+](=O)[O-])s1	2	10%	8%	1%	10%	-5%	-3%	-0.3	-13%
O=[N+]([O-])/C=C1/NCCN1Cc1ccc(Cl)nc1	-3	-11%	0%	-26%[57.1 µM]	17%	-18%	6%	-1.9	3%

Sorted by formula weight (lowest first): three of the compounds above.
SMILES	PI5P4Ka inh	Abeta rescue	aSyn rescue	WRN inhibitor	EPAC1 ag	PLK1 PBD inh	EPAC1 antag	IL2 activator	FUS suppressor
Cn1c(O)c(C=NCCCC(=O)O)c(=O)n(C)c1=O	-6	18%	0%	0%	8%	4%	-3%	-0.6	-4%
O=C(COC(=O)Cc1ccccc1)Nc1ccc(SC(F)F)cc1	-9	-18%	0%	-1%	4%	-4%	-4%	3.7	-7%
COc1ccc(C#Cc2ccc3c(c2)O[C@H](CN(C)C(C)=O)[C@H](C)CN([C@@H](C)CO)S3(=O)=O)cc1	-12	17%	1%	-4%	-14%	24µM*	5%	-2.6	?

(more compounds)
SMILES	PI5P4Ka inh	Abeta rescue	aSyn rescue	WRN inhibitor	EPAC1 ag	PLK1 PBD inh	EPAC1 antag	IL2 activator	FUS suppressor
C[C@]12CC[C@H]3[C@@H](CCC4=CC(=O)CC[C@@]43C)[C@@H]1CC[C@@H]2O	-1&5	0%&-43%	-3%&-3%	4%&10%	-23%&-28%	-23%&-3%	-19%&5%	0.8&0.4	-17%&-27%
C[C@]12C=CC(=O)C=C1CC[C@@H]1[C@@H]2CC[C@]2(C)C(=O)CC[C@@H]12	4	-35%[inhibitor]	-6%	4%	nt	-3%	9%	0.7	-14%
CCOCCN1CCN(c2nnc3n2-c2ccc(Cl)cc2C(c2ccccc2Cl)=NC3)CC1	-2	0%	-13%	-15%	-9%	-4%	-4%	-6.0	nt
[O-]/[N+](=C/c1cccnc1)c1ccc(Br)cc1	1	-5%	-3%	?	7%	11µM*	-3%	-3.2	nt
COc1cc2c3cc1Oc1cc(ccc1O)C[C@@H]1c4c(cc(OC)c(O)c4Oc4ccc(cc4)C[C@H]3N(C)CC2)CCN1C	0	-4%	-5%	3%[11.6 µM]	-10%	-8%	-18%	0.8	11%
COc1ccc(CCNC(=O)COC(=O)Cc2ccccc2)cc1	-10	-12%	-1%	6%	5%	-14%	-13%	-0.5	nt
COCc1c(CN)cnc(C)c1N	nt	-7%	1%	3%	4%	-6%	12%	-2.7	-7%
CCC(=O)CC(c1ccc([N+](=O)[O-])cc1)c1c(O)c2ccccc2oc1=O (configuration not stated)	-2	-6%	5%	-17%	9%	1%	5%	0.3	4%

Some of the compounds tested; count on the stated rates, not on these rows.
